Compound activity: PubChem BioAssay, Broad Institute
E-selectin induc: induces E-selectin expression in human endothelial cells; AID 686992; activation, % at 7.58 µM; HUVEC E-selectin immunofluorescence imaging; normalized: neutral wells 0, TNF-alpha wells 100; P16581; 260,000 tested, 0.37% active;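 active means mean E-selectin-positive cell signal at least 10% of the positive control, reached in at least 60% of replicates, without over 20% cell loss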;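 further: in these data hits start at about 27%; measured in HUVEC primary endothelial cells; signal is the percent of cells scored E-selectin positive by PE staining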
Target sequence (P16581 whole entry, looked up): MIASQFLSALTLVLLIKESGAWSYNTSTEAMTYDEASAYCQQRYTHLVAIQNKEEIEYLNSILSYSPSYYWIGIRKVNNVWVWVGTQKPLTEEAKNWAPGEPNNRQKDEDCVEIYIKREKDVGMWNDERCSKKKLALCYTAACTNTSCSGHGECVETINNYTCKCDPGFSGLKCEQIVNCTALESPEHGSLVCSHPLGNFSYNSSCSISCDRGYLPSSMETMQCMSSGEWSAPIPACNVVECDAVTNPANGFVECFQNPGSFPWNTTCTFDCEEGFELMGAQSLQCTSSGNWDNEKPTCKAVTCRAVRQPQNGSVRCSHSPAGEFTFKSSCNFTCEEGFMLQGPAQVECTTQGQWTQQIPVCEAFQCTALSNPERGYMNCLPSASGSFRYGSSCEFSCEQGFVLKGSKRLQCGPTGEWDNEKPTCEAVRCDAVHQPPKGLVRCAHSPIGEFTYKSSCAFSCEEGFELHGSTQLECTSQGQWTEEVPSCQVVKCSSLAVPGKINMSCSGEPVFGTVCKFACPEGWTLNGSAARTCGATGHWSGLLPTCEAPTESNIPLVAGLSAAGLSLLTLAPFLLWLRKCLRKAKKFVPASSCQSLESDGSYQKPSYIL
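Assay system: HUVEC primary endothelial cells. Input: 3,000 HUVEC seeded per well. Doses: one compound dose added by pin transfer. Read-out basis: % PE-positive cells. Benchmarks: TNF-alpha high, DMSO low. Detection: immunofluorescence imaging. Buffer or medium: EGM-2, gelatin.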
PglD DTNB: blocks C. jejuni PglD acetyltransferase activity | purified PglD enzyme, DTNB colorimetric CoA detection | inhibition, % at 12.5 µM | 360,000 tested, 0.098% active; in the data active means inhibition above about 16%, passing the limit was not always enough; further: strong numbers were not always called active
PGC1a acetyl inh: modulators of PGC1a acetylation | AID 651687 | inhibition, % at 15.6 µM | U2OS PGC1a acetylation, AlphaScreen anti-acetyl-lysine; with virally co-expressed GCN5 acetyltransferase | 350,000 tested, 0.17% active;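 active means every replicate shows inhibition of at least 40%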;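 further: 0% = neutral control wells and 100% = positive control wells; some results beyond the cut were filed as inactive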
Cneo AK release: causes C. neoformans cell lysis | 360,000 tested, 0.2% active | lysis activity, % at 15 µM | adenylate kinase release luminescence, 4 h; normalised: neutral wells 0, clomiphene wells 100;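 active means mean lysis activity across replicates of at least 80%, whatever share of replicates individually reach that level; inactive means mean lysis activity below 80%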
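Assay system: C. neoformans cells. Amount: yeast cell density of 5 × 10^6 cells/mL. Technique: AK luminescence. Buffer or medium: YPD. Times: static 4 h at 37 °C with compound, 1 h detection. Dosing: single-point compound dose. Read-out: lysis from increased AK signal.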
ERAP1 inh: blocks human ERAP1 aminopeptidase activity | recombinant ERAP1, Leu-AMC fluorescence, 60 min | inhibition, % at 10.7 µM | 340,000 tested, 0.15% active | AID 652197;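 active means mean replicate inhibition of at least 30%, or all replicates individually reaching that 30% level; inactive means mean below 30% and not every replicate reaching it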;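 further: 0% = neutral control wells and 100% = L-leucinethiol positive control wells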
miR122 inh: inhibitors of miR-122 in Huh7 cells | 340,000 tested, 0.3% active | activation (reporter increase), % at 12.5 µM | AID 602342 | Huh7 miR-122 Renilla luciferase sensor, 48 h; neutral wells = 0, positive control = 100;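 active means mean replicate activation score at least 90 and every replicate individually at or above 90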;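 further: higher luciferase means less miR-122 activity so hits act as miR-122 inhibitors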
RAD52 inh: blocks human RAD52 DNA annealing. P43351. recombinant RAD52 DNA annealing, FRET fluorescence. inhibition, % at 18.7 µM. 360,000 tested, 0.46% active;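 active means every replicate showing at least 50% inhibition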
Target sequence (P43351 whole entry, looked up): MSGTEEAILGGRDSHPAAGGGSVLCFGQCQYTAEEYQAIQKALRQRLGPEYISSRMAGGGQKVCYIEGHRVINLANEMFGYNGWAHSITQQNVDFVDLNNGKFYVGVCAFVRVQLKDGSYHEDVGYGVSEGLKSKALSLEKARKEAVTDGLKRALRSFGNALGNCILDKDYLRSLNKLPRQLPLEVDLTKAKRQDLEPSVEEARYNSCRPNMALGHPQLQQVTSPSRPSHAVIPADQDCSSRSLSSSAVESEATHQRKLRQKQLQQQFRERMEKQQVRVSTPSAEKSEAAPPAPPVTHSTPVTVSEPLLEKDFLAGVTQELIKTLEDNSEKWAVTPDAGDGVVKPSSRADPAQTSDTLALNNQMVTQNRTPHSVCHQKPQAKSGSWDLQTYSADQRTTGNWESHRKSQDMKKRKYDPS
RAD54 branch: RAD54 (human) branch migration inhibition; Q92698; RAD54 Holliday junction branch migration, FAM/BHQ fluorescence; 360,000 tested, 0.14% active; inhibition, % at 10.4 µM; AID 602329;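 active means mean normalized replicate activity at least 40 and at least half of replicates scoring 40 or more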;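 further: 0% = median of neutral control wells and 100% = median of positive control wells; inhibitors cause a drop in the FAM fluorescence signal; in these data hits start at about 50%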
Active calls of the source: *; nt = not tested or not shown; [ ] = dose if it differs, or a comment.

SMILES	E-selectin induc	PglD DTNB	PGC1a acetyl inh	Cneo AK release	ERAP1 inh	miR122 inh	RAD52 inh	RAD54 branch
COC(=O)C[C@H]1CC[C@@H]2[C@H](COc3ccc(NC(=O)c4ccccc4OC)cc3C(=O)N2C)O1	0.1	-2.6	7.5	-1.3	nt	0.0[16.7 µM]	nt	8.0
COc1ccc(CCNC(=O)C2CC(=O)N(c3ccc(C)cc3)C2)cc1OC (configuration not stated)	nt	-2.0	0.8	-0.7	-2.7	0.4	6.6	-3.7
C[C@@H]1CN([C@@H](C)CO)C(=O)c2cccc(NC(=O)Nc3ccc(C(F)(F)F)cc3)c2O[C@H]1CN(C)Cc1ccc(C(F)(F)F)cc1	-0.5	-0.1	9.9	-0.9	-0.8	12.6[16.7 µM]	-0.9	-2.6
COc1ccc(NC(=O)Nc2ncn(Cc3cccc(C(F)(F)F)c3)n2)cc1OC	nt	2.8	-5.0	2.5	nt	-9.8	nt	-1.0
CN1CCN(C2CCN(Cc3ccc(O)c4ncccc34)CC2)CC1	0.3	-4.2	nt	2.6	-1.9	nt	91.8*	16.2
CNC(=O)c1ccsc1NC(=O)C1CCN(S(=O)(=O)c2cccs2)CC1	-0.3	5.6	nt	1.2	-1.0	-4.2	-10.1	-1.9
Cn1c(=O)[nH]c(=O)c2c1nc(NCCO)n2CCOc1ccccc1	nt	-10.8	-8.5	-0.1	-0.1	3.8	-12.8	-5.3
O=C(NCCSc1ncc(-c2ccc(F)cc2)[nH]1)c1ccc2c(c1)OCO2	1.7	1.9	0.5	-1.1	2.0	nt	-14.5	8.9
N#CCC(=O)Nc1ccc(C(=O)OCC(=O)NC2CCCc3ccccc32)cc1 (configuration not stated)	-0.4	1.2	3.5	1.9	0.9	nt	-71.0	-17.2
O=C1COc2ccc(C(=O)CSc3nnc(Cc4ccccc4)o3)cc2N1	nt	1.9	9.6	-0.6	-2.7	0.1	2.9	8.6
O=C(NCCc1ccccc1)C(=O)NCC1OCCN1S(=O)(=O)c1cccs1 (configuration not stated)	0.0	-3.4	-10.6	1.7	-0.3	nt	-27.1	-3.5
CC(C)NC(=O)Nc1ccc2c(c1)C(=O)N([C@@H](C)CO)C[C@H](C)[C@H](CN(C)C(=O)CCC(F)(F)F)OCCCC[C@H](C)O2	0.4	1.3	1.9	2.2	0.3	4.8[16.7 µM]	16.4	2.9
COC(=O)c1ccc(N)c(CS(=O)(=O)c2ccc(Cl)cc2)c1	-0.4	3.3	1.9	-0.2	-1.3	-6.7	-12.5	12.3
CN(C)C1(CNCC(O)c2ccccc2)CCCCC1 (configuration not stated)	0.0	-2.9	-2.3	2.5	0.2	-1.4	-3.8	-1.3
C/C=C/c1ccc2c(c1)[C@H]1[C@H](CCN1Cc1ccc(F)cc1)[C@H](CO)N2	-0.2	nt	7.9	nt	-0.8	nt	21.2	nt

The closing five records of the section above open the next one:
SMILES	E-selectin induc	PglD DTNB	PGC1a acetyl inh	Cneo AK release	ERAP1 inh	miR122 inh	RAD52 inh	RAD54 branch
O=C(NCCc1ccccc1)C(=O)NCC1OCCN1S(=O)(=O)c1cccs1 (configuration not stated)	0.0	-3.4	-10.6	1.7	-0.3	nt	-27.1	-3.5
CC(C)NC(=O)Nc1ccc2c(c1)C(=O)N([C@@H](C)CO)C[C@H](C)[C@H](CN(C)C(=O)CCC(F)(F)F)OCCCC[C@H](C)O2	0.4	1.3	1.9	2.2	0.3	4.8[16.7 µM]	16.4	2.9
COC(=O)c1ccc(N)c(CS(=O)(=O)c2ccc(Cl)cc2)c1	-0.4	3.3	1.9	-0.2	-1.3	-6.7	-12.5	12.3
CN(C)C1(CNCC(O)c2ccccc2)CCCCC1 (configuration not stated)	0.0	-2.9	-2.3	2.5	0.2	-1.4	-3.8	-1.3
C/C=C/c1ccc2c(c1)[C@H]1[C@H](CCN1Cc1ccc(F)cc1)[C@H](CO)N2	-0.2	nt	7.9	nt	-0.8	nt	21.2	nt
Cc1ccc(O)c(-c2cc(C(=O)Nc3ccc(S(=O)(=O)N4CC(C)OC(C)C4)cc3)[nH]n2)c1 (configuration not stated)	nt	-4.1	-20.2	0.2	nt	4.5	nt	-2.1
COc1cc(Sc2ccc(C)cc2)c(OC)cc1N	nt	2.1	2.6	-2.5	nt	0.5	nt	7.0
CCOc1ccc(N2CC(C(=O)NCc3ccc(F)cc3)CC2=O)cc1 (configuration not stated)	nt	1.9	-8.0	0.0	nt	1.5	nt	-0.1
COc1ccc(C(=O)c2cn[nH]c2-c2ccc(C)cc2O)cc1	nt	4.9	4.1	-1.1	-0.8	7.6	-3.5	-7.6
Cn1nnnc1Sc1ncnc2scc(-c3cc4ccccc4o3)c12	0.0	-2.2	-105.7	-2.4	6.9	-4.5	5.3	-6.2
CC(C)(C)OC(=O)C[C@H]1C/C=C\C[C@H](CC(=O)N[C@H](CO)Cc2ccccc2)C(=O)N[C@@H](Cc2ccccc2)COC1=O	0.0	-1.2	-9.1	2.6	-0.7	-3.5	5.8	7.3
Cc1cc(C)cc(-n2c(=O)c3sccc3n(CC(=O)NCc3ccco3)c2=O)c1	nt	0.8	3.7	-1.1	nt	-8.8	nt	-5.7
CC(=O)Nc1ccc(C(=O)Nc2cc(S(=O)(=O)N3CCOCC3)ccc2N2CCOCC2)cc1	nt	-1.0	-2.6	9.6	2.7	3.8	-76.8	-14.9
O=C(O)c1ccc2c(c1)N(Cc1cccc(F)c1)C(=O)CS2	-0.2	5.2	5.2	-0.9	2.1	-4.7	2.0	-8.4
COc1ccc(N2CCN(C(=O)c3ccc4c(c3)CCN4S(=O)(=O)c3ccccc3)CC2)cc1	-0.1	-19.6	36.0	-0.7	1.4	1.4	-15.4	6.5
CCOC(=O)c1c(-c2ccc(OC)cc2)csc1NC(=O)COc1ccc2c(C)cc(=O)oc2c1	-2.5	-5.1	-6.5	-1.8	8.5	-1.2	4.7	-0.5
COc1ccc(NC(=O)C2CC(=O)n3cnnc3S2)cc1 (configuration not stated)	-1.6	-6.2	11.4	-0.1	nt	-2.8	nt	0.3
CCC(C)NC(=O)c1cnn2c1NC(c1ccc3c(c1)OCO3)CC2C(F)(F)F (configuration not stated)	nt	-3.0	-0.3	-2.0	nt	2.5	nt	2.1
CC(=O)OCCC(NS(=O)(=O)OCC(Cl)(Cl)Cl)c1ccccc1 (configuration not stated)	0.1	3.1	4.9	1.1	0.8	-1.8	-6.2	1.7
Cc1ccc(S(=O)(=O)N[C@@H]2C=C[C@H](CC(=O)N3CCC(Cc4ccccc4)CC3)O[C@@H]2CO)cc1	0.3	-0.5	18.6	75.7	-1.4	-8.5[16.7 µM]	-3.5	-4.6
Cc1ccc2[nH]c(=O)c(CN(CC3CCCO3)C(=O)c3ccncc3)cc2c1 (configuration not stated)	nt	-1.7	1.5	-0.4	nt	0.6	nt	-3.1
O=C(Nc1ccc2oc(-c3ccccc3)nc2c1)c1ccc2c(c1)OCCO2	1.3	-5.2	nt	-2.6	nt	-4.9	nt	12.8
O=C(Nc1ccc(NC(=O)C2CC2)nc1)c1ccccc1F	nt	-0.5	12.5	0.1	-3.0	-0.6	-0.1	6.0
N#C[C@H]1[C@H](c2ccccc2)[C@@H](CO)N1S(=O)(=O)c1ccc(-c2ccccc2)cc1	0.1	0.5	4.5	-1.6	1.5	nt	-18.4	-3.0
OC(CNCC1COc2ccccc2O1)COCc1cccs1 (configuration not stated)	nt	1.9	3.1	0.4	nt	-15.7	nt	2.6
C[C@@H]1CN([C@H](C)CO)C(=O)c2cc(NC(=O)Cc3ccccc3)ccc2O[C@@H]1CN(C)C(=O)NC1CCCCC1	-1.7	3.6	-9.0	4.1	-3.6	-1.9[16.7 µM]	7.5	-13.9
COc1ccc(/C=C2/SC(=S)N(Cc3ccccc3)C2=O)cc1O	0.4	4.4	3.3	-0.8	5.2	1.3	-48.1	-4.8
Cc1cc(C)c(S(=O)(=O)N2CCCCC2)c(C)c1N(C)S(=O)(=O)c1ccccc1	nt	2.5	-13.2	-1.5	nt	nt	nt	-13.3
C=CCOc1ccc(CNc2nccs2)cc1	nt	-3.2	6.1	0.0	nt	-3.7	nt	-2.4
Cc1ccc(NC(=O)c2ccc(Cn3cc(Cl)cn3)o2)c(C)c1	0.0	-4.0	nt	-4.6	-1.1	1.9	-14.5	8.2
O=C(NCCN1C(=O)S/C(=C\c2ccccc2Cl)C1=O)C1=COCCO1	-2.0	2.6	0.2	0.9	0.6	1.8	-0.8	-11.7
O=C(Cc1ccc(NC(=O)C2CCN(C(=O)C3CC3)CC2)cc1)Nc1ccc(C(=O)N2CCOCC2)cc1	0.1	-0.1	-4.0	-1.9	2.7	0.8	-18.2	4.9
C[C@H](CO)N1C[C@H](C)[C@@H](CN(C)Cc2ccccc2)Oc2ccc(NS(=O)(=O)c3ccccc3)cc2CC1=O	-0.1	-4.8	-14.2	2.5	1.1	26.6[16.7 µM]	-8.3	3.3
Cc1noc(C)c1S(=O)(=O)Nc1ccc2c(c1)CC(=O)N([C@@H](C)CO)C[C@H](C)[C@@H](CN(C)Cc1ccc(C(=O)O)cc1)O2	-1.2	1.3	-2.1	1.1	-0.2	-9.8[16.7 µM]	1.3	0.5
N=c1c2ccccc2nnn1-c1ccccc1[N+](=O)[O-]	-0.2	nt	6.6	nt	2.2	160.6*	1.8	nt
CC(C)C(=O)Nc1ccc(S(=O)(=O)Nc2nccc(/C=C/c3ccccc3)n2)cc1	2.6	-2.2	nt	3.3	-7.2	-6.0	-14.2	1.5
CC1CC(C)CN(C(C(=O)NC2CCCCC2)c2cc3ccccc3o2)C1 (configuration not stated)	0.1	2.2	-17.8	16.2	1.5	5.4	-19.0	4.7
O=c1c2ccccc2nc2c3ccccc3c(NCc3ccccn3)nn12	-0.2	-0.8	nt	-0.4	-1.2	nt	-45.3	6.9
C/C=C/c1cnc2c(c1)C(=O)N([C@@H](C)CO)C[C@@H](C)[C@H](CN(C)C(=O)NC1CCCC1)O2	-0.1	2.2	-3.3	-2.0	4.0	3.4[16.7 µM]	-2.7	6.1
C[C@@H]1CN([C@H](C)CO)C(=O)c2cc(NS(=O)(=O)c3cccs3)ccc2O[C@H]1CN(C)S(=O)(=O)c1ccccc1	0.0	-1.0	1.5	1.4	2.3	6.8[16.7 µM]	-10.3	2.7
O=C(N/N=C/c1ccc(O)cc1)/C(=C/c1ccc([N+](=O)[O-])cc1)NC(=O)c1ccccc1	nt	-6.5	-11.1	1.3	nt	3.4	nt	2.8
O=C(Nc1nccs1)[C@@H]1CC=C[C@@H]2CCN(Cc3ccccc3)C(=O)[C@@H]21	0.4	4.0	-15.1	0.8	3.1	nt	-11.8	-4.6
O=[N+]([O-])c1ccc2cc[nH]c2c1	-0.2	1.3	7.9	-2.6	3.7	-3.5	-7.5	2.5
